# Bioassay records from PubChem.
# Myeloid diff 2: myeloid differentiation induction; AID 624256; hit rate 1% among 360,000; calls only at 10 µM; ER-HoxA9 myeloid progenitors, lysozyme-GFP differentiation, flow cytometry;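 active means normalized GFP-positive differentiation at or above the plate's own cutoff, the solvent-only control mean plus 3 SD; inconclusive means no clear call, values can overlap the other calls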;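 further: cells exposed to compound for four days before flow analysis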
# RSV CPE inhibition: RSV antiviral activity via CPE protection, HEp-2 cells, primary 10 µM value included (AID 2391). HEp-2 cells, RSV-induced CPE inhibition; higher % means a stronger effect. CPE inhibition, % at 10 µM, or IC50 in µM where a hit was titrated. hit rate 0.13% among 310,000; in the data active means a potency from the dose series; inconclusive means CPE inhibition mostly from about 23% at the one dose, without a potency; inactive means the rest, 99 in 100 with CPE inhibition below about 21%; further: strong numbers were not always called active
# Myeloid diff 2 GFP+ MAC1+ %: second read-out of Myeloid diff 2, no call of its own (marks repeat the call); GFP+ MAC1+ double positive, %; measured here: differentiation confirmed by MAC1 staining
# Active calls of the source: *; i = inactive; ? = inconclusive; + = active, no number; & = joins results of further samples. An excerpt; the hit share may differ from the screen's.
SMILES,Myeloid diff 2,Myeloid diff 2 GFP+ MAC1+ %,RSV CPE inhibition
CCOc1ccc([C@@H]2CC=C(C(=O)O)[C@H](c3ccc(Cl)cc3)N2S(=O)(=O)c2ccc(C)cc2)cc1,i,1.9,5.5%
O=C(Nc1ccncc1)C1CCN(S(=O)(=O)c2ccc(Cl)c(C(F)(F)F)c2)CC1,i,0.4,-0.5%
CCN(CC)S(=O)(=O)c1ccc(=O)n(CC(=O)N2CCCc3cc(C)ccc32)c1,i,1.1,1.5%
Cc1ccc(S(=O)(=O)Nc2cccc(C(=O)NCCN3CCOCC3)c2)cc1F,i,0.8,0.1%
CC(OC(=O)c1ccc2ncsc2c1)C(=O)N(C)C1CCCCC1 (stereo not given),i,0.2,0.3%
CN(C)C(=O)c1ccc(NC(=O)COC(=O)Cn2cc(C(F)(F)F)ccc2=O)cc1,i,0.8,2.0%
COc1ccc(CC(=O)N2CCN(S(=O)(=O)c3ccc(Cl)s3)CC2)cc1,i,0.2,0.1%
Clc1cccc(-c2nc(-c3ccc(-c4nn[nH]n4)cc3)no2)c1,i,1.3,7.7%
CC1(c2cccc(Br)c2)NC(=O)N(CC(=O)Nc2ccc3c(c2)OCO3)C1=O (stereo not given),i,0.5,0.4%
CCCCNc1c(-c2ccc(SC(C)CC)cc2)nc2ccccn12 (stereo not given),i,1.2&0.5,-3.2%
Cc1cc(Cl)ccc1NC(=O)CCN1C(=O)NC(C)(C)C1=O,i,0.7,0.8%
COc1ccccc1-n1nnnc1SCC(=O)NC(=O)Cc1ccccc1,i,1.5,1.5%
Cc1ccc(S(=O)(=O)Nc2ccc3c4c(cccc24)CC3)c(C)c1,+,1.6*,0.8%
COc1ccc(Cl)cc1NC(=O)CN(C)C(=O)CCNC(=O)c1ccccc1OC,i,0.8,0.3%
O=C1CC(c2ccccc2)Cc2nc(N3CCc4ccccc43)ncc21 (stereo not given),i,5.6,0.6%
O=S(=O)(NCc1ccccc1)[C@@H]1CC2C=CC1C2 (stereo not given in full),i,1.3,2.1%
CCN(CC(=O)Nc1ccccc1OC)C(=O)CN1C(=O)NC(C)(c2ccc(C)cc2)C1=O (stereo not given),i,0.3,0.2%
Cc1c(NC(=O)COC(=O)/C=C/c2cccc(Br)c2)c(=O)n(-c2ccccc2)n1C,i,0.5,-0.4%
CC(=O)Nc1ccc(NC(=O)c2ccnn2C)cc1,i,0.7,1.5%
COc1ccc(CC(=O)OCC(=O)N2CCc3ccccc32)cc1OC,i,1.5,4.5%
COc1ccccc1N1CCN(C(=O)c2cn(Cc3ccccc3)nc2-c2cccnc2)CC1,i,1.2,1.2%
COC(=O)c1cc(C)nc2c1c(C)nn2-c1ccccc1,i,0.9,1.2%
Cc1c(Cl)cccc1NC(=O)CNC(=O)CCS(=O)(=O)c1ccc(F)cc1,i,0.3,-0.5%
Cc1cccc(C)c1NC(=O)COC(=O)CNC(=O)C1CCCCC1,i,0.3,0.7%
OC(COc1ccc(OCC(O)CN2CCN(Cc3ccccc3)CC2)cc1)CN1CCN(Cc2ccccc2)CC1 (stereo not given),i,0.3,-1.1%
CCN(CC(=O)Nc1ccc(OC)cc1)C(=O)c1ccc(N2CCCC2=O)cc1,i,1.0,-0.1%
COc1ccc(NC(=O)CN(C)C2CCS(=O)(=O)C2)cc1 (stereo not given),i,0.3,0.5%
Cc1ccc(S(=O)(=O)N(C)S(=O)(=O)c2ccc(C)cc2)cc1,i,1.8,3.6%
CCOc1ccccc1-n1nnnc1SCC(=O)NCC1(N2CCOCC2)CCCCC1,i,0.4,-0.4%
Cc1cc(C)cc(NC(=O)CSCc2nc3c(nnn3Cc3ccc(F)cc3)c(=O)[nH]2)c1,i,1.1,0.1%
Cc1cc(NC(=O)COC(=O)c2ccc(OC(F)(F)F)cc2)no1,i,0.6,0.8%
CC1CCC(NC(=O)CN2C(=O)NC3(CCCCCC3)C2=O)CC1 (stereo not given),i,1.2,0.6%
O=C(OCCc1cc2ccccc2c(=O)o1)c1ccco1,i,0.8,1.0%
O=C(NCc1ccc(OC(F)(F)F)cc1)c1cc(-c2ccccc2)nn1CC1CC(c2cccnc2)=NO1 (stereo not given),i,1.1,18%
CCOC(=O)Nc1cccnc1Sc1ccc(Cl)cc1,i,0.8,-1.6%
CC(C)C[C@H]1CN=C(Nc2ccccc2)N1CC1CCCCCC1,i,1.5,-1.6%
COCCN(C(=O)CC1CCCCC1)c1c(N)n(CC(C)C)c(=O)[nH]c1=O,i,0.8,0.3%
CCCNC(=O)N1CCN(S(=O)(=O)c2ccc(C)c(C)c2)CC1,i,0.6,0.3%
CCOC(=O)c1ccc(NC(=O)C2CC(=O)N(c3ccc4c(c3)OCCO4)C2)cc1 (stereo not given),i,0.4,1.2%
CC1CCCC(NC(=O)CN2CCN(S(=O)(=O)c3cccs3)CC2)C1C (stereo not given),i,0.9,-0.1%
CN(C(=O)CN1CCN(c2cnn(-c3ccccc3)c(=O)c2Cl)CC1)C1CCS(=O)(=O)C1 (stereo not given),i,0.6,0.7%
Brc1ccccc1-c1ccccc1,i,2.5,0.7%
O=C(NCC(c1ccco1)N1CCCCC1)c1cc2c(s1)CCCC2 (stereo not given),i,1.1,-0.6%
Nc1ccc(Oc2ccccc2-c2ccccc2)cc1,i,0.4,1.6%
CC1(c2nnc(-c3cccc(Cl)c3)o2)CC(c2ccc(F)cc2)=NO1 (stereo not given),i,0.8,1.6%
O=C(O)C1CCCCC1C(=O)Nc1cccc(Br)c1 (stereo not given),i,1.6,0.7%
Cc1ccccc1NC(=O)Cc1nc(COC(=O)Cc2c(F)cccc2Cl)cs1,i,0.9,3.4%
Cc1noc(C)c1COc1ccccc1C(=O)N(C)Cc1ccco1,i,0.4,1.6%
CC(=O)N/C(=C\c1ccccc1)C(=O)OC(C)C(=O)Nc1ccccc1F (stereo not given),i,0.8,-0.5%
Cc1cccc(Nc2nnc(SCC(=O)c3c(N)n(C4CC4)c(=O)[nH]c3=O)s2)c1C,i,0.5,0.9%
Cc1ccccc1C#N,i,3.0,-0.1%
O=C1OC(c2ccccc2)=N/C1=C/c1cccc(OC(=O)c2cccs2)c1,i,1.4,-0.2%
Cc1ccc(S(=O)(=O)N2CCCCC2)cc1C(=O)N1CCCCCC1,i,0.4,1.7%
O=C(c1ccccc1)c1cccc(C(=O)c2ccccc2)c1,i,0.2,0.5%
CCN(C(=O)CSc1nnc(C(C)N(C)C)n1-c1ccc(F)cc1)C1CCS(=O)(=O)C1 (stereo not given),i,1.0,1.7%
CSc1nc(O)c(C(c2ccc(F)cc2)c2c(O)nc(SC)[nH]c2=O)c(=O)[nH]1,i,1.1,1.6%
O=C(CN1CCCCC1)NC(=O)NC1CCCCC1,i,0.5,0.1%
Clc1ccc(Oc2nc(N3CCOCC3)nc(N3CCOCC3)n2)c(C2CCCCC2)c1,i,0.4,4.0%
CC1CCC(NC(=O)C(C)N2C(=O)C3CCCCC3C2=O)CC1 (stereo not given),i,1.1,2.2%
Cc1ccc(Nc2nnc(SC(C)C(=O)NC3CC3)s2)cc1 (stereo not given),i,0.7,-0.2%

# Nothing new here: entries from further up.
SMILES,Myeloid diff 2,Myeloid diff 2 GFP+ MAC1+ %,RSV CPE inhibition
CC1CCC(NC(=O)C(C)N2C(=O)C3CCCCC3C2=O)CC1 (stereo not given),i,1.1,2.2%
Cc1ccc(Nc2nnc(SC(C)C(=O)NC3CC3)s2)cc1 (stereo not given),i,0.7,-0.2%

# Quoted from the listing:
# In RSV CPE inhibition, Cc1ccc(S(=O)(=O)N2CCCCC2)cc1C(=O)N1CCCCCC1 is listed with 1.7%
# In Myeloid diff 2 GFP+ MAC1+ %, Cc1ccc(Nc2nnc(SC(C)C(=O)NC3CC3)s2)cc1 (stereo not given) is listed with 0.7
# In Myeloid diff 2 GFP+ MAC1+ %, Cc1ccccc1NC(=O)Cc1nc(COC(=O)Cc2c(F)cccc2Cl)cs1 is listed with 0.9
# In Myeloid diff 2 GFP+ MAC1+ %, Clc1ccc(Oc2nc(N3CCOCC3)nc(N3CCOCC3)n2)c(C2CCCCC2)c1 is listed with 0.4
# In Myeloid diff 2 GFP+ MAC1+ %, Cc1noc(C)c1COc1ccccc1C(=O)N(C)Cc1ccco1 is listed with 0.4

# Later entries.
SMILES,Myeloid diff 2,Myeloid diff 2 GFP+ MAC1+ %,RSV CPE inhibition
Cc1cccc(NC(=O)CN(C)C(=O)C2CCCC2)c1C,i,0.2,0.0%
O=C(NC1CCC(O)CC1)c1ccc(NS(=O)(=O)c2cccc([N+](=O)[O-])c2)cc1 (stereo not given),i,0.7,0.0%
CCc1cc(C(=O)N2CCN(S(=O)(=O)c3ccc(Cl)cc3)CC2)sc1C,i,0.4,0.4%
CN(CC1COc2ccccc2O1)C(=O)CSc1ncnc2sccc12 (stereo not given),i,0.4,5.6%
CC(Sc1ncnc2sc(-c3ccccc3)cc12)C(=O)N1CCNC1=O (stereo not given),i,0.2,-0.3%
O=C(Cc1ccc2c(c1)OCCO2)Nc1ccc(Cl)c(S(=O)(=O)N2CCOCC2)c1,i,0.6,0.6%
CC(=O)c1c(C)[nH]c(C(=O)COC(=O)c2nccnc2N)c1C,i,0.2,4.7%
CC(=O)c1c(C)[nH]c(C(=O)COC(=O)c2cccnc2Cl)c1C,i,1.0,5.1%
COC(=O)C[C@H]1c2cc(F)ccc2S(=O)(=O)N1Cc1ccccc1OC,i,1.9,-0.6%
O=C(NCCC1=CCCCC1)C1CCN(S(=O)(=O)c2cccc(C(F)(F)F)c2)CC1,i,0.9,1.6%
CN(c1ccccc1)S(=O)(=O)c1ccc(C(=O)NNC(=O)c2ccccc2)cc1,i,0.6,0.4%
O=C(Cc1cccc(NC(=O)C2CCCN(C(=O)CCc3ccccc3)C2)c1)Nc1cccc(C(=O)N2CCCC2)c1 (stereo not given),i,2.7,2.2%
O=C(c1ccc(=O)[nH]c1)N1CCN(S(=O)(=O)c2ccc3ccccc3c2)CC1,i,0.5,0.0%
O=c1[nH][nH]c(=O)c2cc([N+](=O)[O-])ccc12,i,1.3&1.2,0.4%
CN(CC(=O)Nc1ccc2c(c1)OCCO2)Cc1nc2ccccc2c(=O)[nH]1,i,0.6,1.7%
Cc1cc(C)nc(NC(=S)NC(=O)c2ccccc2F)n1,i,0.6,1.1%
CCN(c1ccccc1)S(=O)(=O)c1ccc(C(=O)NCC2(N(C)C)CCCCC2)cc1,i,0.7,-0.1%
Cc1ccc(C)c(SCC(=O)Nc2ccc(C)c(S(=O)(=O)N3CCOCC3)c2)c1,i,1.5,8.3%
O=C(COC(=O)c1nc(Cl)ccc1Cl)NCc1ccc(Cl)cc1,i,0.4,1.3%
COc1cccc(/C=C/C(=O)OCC(=O)c2c(N)n(C)c(=O)n(C)c2=O)c1,i,0.9,-0.1%
CCOc1ccc(C(=O)O[C@H]2[C@H](Cc3ccccc3)NS(=O)(=O)[C@H]3C[C@@H]4C=C[C@]23O4)cc1,+,15*,-1.2%
CC1(C)CC2CC(C)(CN2S(=O)(=O)c2ccc(F)cc2F)C1 (stereo not given),i,0.8,1.3%
O=C(CN1CCSC1=O)N1CCN(S(=O)(=O)c2ccc(Cl)cc2)CC1,i,1.3,0.4%
O=C(CN1CCN(c2ccc(F)cc2)CC1)Nc1ccccc1C(=O)NCCc1ccccc1,i,0.5,0.4%
COc1ccc(NC(=O)COC(=O)CN2C(=O)NC(C)(C)C2=O)cc1,i,1.1,1.1%
COc1ccc(-c2oc(=O)c3cc(OC)c(OC)cc3c2C(F)(F)F)cc1,i,1.1,1.4%
O=C(O[C@@H]1[C@H](Cc2ccccc2)NS(=O)(=O)[C@H]2C[C@@H]3C=C[C@]12O3)c1ccccc1Br,i,2.7,-0.1%
Cn1c(=N)n(CC(=O)c2ccc(Br)cc2)c2ccccc21,i,0.6,8.7%
O=C(CSc1nnc(-c2ccccc2F)n1C1CC1)NCc1ccco1,i,0.6,0.8%
COc1ccc(-c2oc(=O)c3cc(OC)c(OC)cc3c2/C=C/c2cccc([N+](=O)[O-])c2)cc1,i,3.7,15µM*
Cc1nnc(SCC(=O)Nc2sccc2C(N)=O)s1,i,1.4,0.3%
CC1CCCC(NC(=O)COC(=O)c2ccc(Cl)nc2)C1C (stereo not given),i,0.4,0.0%
COc1ccccc1C(=O)Nc1ccc(S(=O)(=O)N2CCN(C)CC2)cc1,i,0.7,3.0%
Cc1cc(C)c(S(=O)(=O)N2CCN(C(=O)CCOc3ccccc3C)CC2)c(C)c1,i,0.8,2.3%
CC(=O)c1c(C)[nH]c(C(=O)N2CCN(S(=O)(=O)c3ccc(C)cc3C)CC2)c1C,i,0.9,1.1%
O=C(Nc1cc(S(=O)(=O)N2CCOCC2)ccc1N1CCOCC1)c1ccccc1F,i,1.4,0.3%
COc1cc(OCc2ccccc2)c(C(=O)/C=C/c2ccc3c(c2)OCO3)c(OC)c1OC,i,0.5,?
O=C(COc1ncnc2ccc(Br)cc12)NC1CCCC1,i,0.5,-0.8%
CC(C)[C@H](NS(=O)(=O)c1ccc(Cl)cc1)C(=O)OCC(=O)c1c(N)n(C)c(=O)n(C)c1=O,i,0.8,1.6%
CN(C1CCCCC1)S(=O)(=O)c1ccc(=S)[nH]c1,i,0.4,0.2%
Cc1ccc(S(=O)(=O)N2CCN(C(=O)CCCOc3cccc(C)c3)CC2)cc1,i,0.7,2.6%
COc1ccc(NC(=O)CN(C)C(=O)CSc2ccc(Br)cc2)cc1,i,1.1,2.8%
CCCN(CC(=O)Nc1ccccc1C)C(=O)CCCOc1ccc(Br)cc1,i,0.3,2.3%
COC(=O)CCCCC(=O)OC,i,1.6,0.0%
Cc1ccc(NC(=O)c2ccc(OCc3c(C)noc3C)cc2)nc1,i,1.2,1.0%
Cc1nc(Nc2nc3c(c(=O)[nH]2)CCC3)nc2ccccc12,i,0.4,2.2%
